# IEC-6 tox: cytotoxicity in IEC-6 intestinal epithelial cells, primary screen, cytotoxicity control for KLF5 inhibitor project, cell-based, luminescence; IEC-6 cytotoxicity, luminescence viability; inhibition, % at 5 µM; hit rate 0.78% among 290,000; AID 1825, 2009; in the data active = inhibition above about 22%;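 also: 0% = plate median of test compound wells and 100% = cytotoxic reference compound wells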
# AI-2 QS mod: Vibrio harveyi AI-2 quorum sensing modulators, primary screen, JMH597 strain, luminescence/OD600 ratio; activity change, % at 7.5 µM; hit rate 0.4% among 300,000; Vibrio harveyi JMH597 AI-2 luminescence/OD600 ratio, 9 h; stronger effect = lower value; strain lacks LuxN and CqsS sensors; 0 = neutral-control median; AID 2094, 2009; in the data active = activity change below about -75%, passing the limit was not always enough;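 also: luminescence divided by OD600 gain over 9 h not by final OD600 alone; inactives centre near 13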
# KLF5 inh: KLF5 expression inhibitors, primary screen, DLD-1 cells, luminescence; DLD-1 KLF5 promoter-luciferase reporter; inhibition, % at 5 µM; hit rate 0.23% among 290,000; AID 1700, 2009;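 active = inhibition above a per-plate limit of that plate's mean compound inhibition plus 3 SD, cut at about 60% in these data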;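 also: 0% = DMSO wells and 100% = LY294002 at 200 µM; higher means less KLF5 promoter-driven luciferase light; inactives centre near -14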
# HSF1 activator: HSF-1 activators, primary screen, NIH3T3-HGL cells, MG132 stress, luminescence, single point. activation, % at 9 µM. AID 504408, 2011. hit rate 1.7% among 300,000. NIH3T3-HGL HSF-1 luciferase reporter, 8 h; 100% = twice DMSO control signal;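 active = mean replicate activation of at least 50% with a set share of replicates each reaching 50%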;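 also: 0% = median of the neutral control wells and 100% = twice that signal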
# GSK3 alpha inh: blockers of GSK3A enzyme activity – biochemical, luminescence, cell-free homogeneous, HTS, primary screen; inhibition, % at 10 µM; hit rate 0.1% among 320,000; Glycogen synthase kinase-3 alpha (Homo sapiens), P49840; GSK-3 alpha kinase, ADP-Glo luminescence, 60 min;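 in the data active = inhibition above about 50%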;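 also: GST-tagged GSK-3 alpha with peptide substrate and 25 µM ATP; 0% = DMSO neutral wells and 100% = GW8510 positive control wells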
# Target sequence (P49840 whole entry, looked up): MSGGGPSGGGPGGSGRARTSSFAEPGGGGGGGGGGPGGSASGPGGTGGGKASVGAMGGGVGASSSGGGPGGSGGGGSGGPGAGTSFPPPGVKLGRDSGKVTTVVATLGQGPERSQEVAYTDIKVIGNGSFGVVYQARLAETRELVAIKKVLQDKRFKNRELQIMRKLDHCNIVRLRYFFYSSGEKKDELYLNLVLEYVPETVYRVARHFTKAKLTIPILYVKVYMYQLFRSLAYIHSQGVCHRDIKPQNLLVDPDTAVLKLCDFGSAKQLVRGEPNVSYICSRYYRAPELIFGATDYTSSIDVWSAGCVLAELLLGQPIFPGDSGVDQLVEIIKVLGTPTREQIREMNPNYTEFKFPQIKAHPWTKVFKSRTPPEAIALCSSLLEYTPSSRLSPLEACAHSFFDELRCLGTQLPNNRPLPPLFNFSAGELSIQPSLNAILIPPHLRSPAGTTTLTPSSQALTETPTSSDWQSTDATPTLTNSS
# HSP90 refold inh: HSP90 inhibitors, primary screen, cell lysate, luminescence | Heat shock protein HSP 90 (rabbit reticulocyte lysate; luciferase refolding) | Rabbit reticulocyte lysate, luciferase refolding luminescence, 3 h | inhibition, % at 5.6 µM | hit rate 0.91% among 290,000 | AID 1789, 2009;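 active = inhibition above the screen-wide mean plus 3 SD, computed separately per campaign, cut at about 16% in these data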;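 also: 0% = DMSO wells and 100% = 60 µM geldanamycin wells; inhibitors lower the luminescence because luciferase stays unfolded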
# HIF activator: HIF pathway transcriptional activators, primary screen, cell-based, U2OS HRE-luciferase, luminescence. U2OS HRE-luciferase reporter; normalized: DMSO 0%, desferrioxamine 100%. activation, % at 7.5 µM (by protocol). hit rate 0.32% among 300,000. AID 1910, 2009;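 active = mean activation of at least 10% of the iron chelator positive control signal, with at least half of replicates also reaching 10%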
# aSyn UTR inh: MLPCN primary screen, SNCA 5' untranslated region; alpha-synuclein 5'UTR reporter, inhibitor activity; inhibition, % (tested at 7.5 µM); hit rate 0.82% among 300,000; in the data active = inhibition above about 60%;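 also: H4 neuroglioblastoma cells stably carrying SNCA 5'UTR luciferase fusion; 0% = DMSO wells and 100% = positive control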
# HSF1 inhib: HSF1 inhibitors in luciferase reporter cells, primary screen, cell-based, NIH3T3, luminescence; activity change, negative = inhibition, % at 7.5 µM (by protocol); NIH3T3-HGL HSE-luciferase, MG132-induced, luminescence 8 h; stronger effect = lower value; hit rate 0.77% among 300,000;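 active = more than half of replicate wells show activity change below -50%, luminescence cut by over half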;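 also: luciferase reports HSF-1 transcriptional activity via heat shock element; 0% = median of DMSO wells and -100% = zero luminescence signal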
# GSK3beta inhib: human GSK3beta kinase inhibitors, primary screen, biochemical, cell-free homogeneous, HTS. Glycogen synthase kinase-3 beta (Homo sapiens), P49841. GST-GSK3beta kinase, ADP-Glo luminescence, 60 min; stronger effect = lower value. activity score (negative = inhibition), % at 10 µM. hit rate 0.038% among 300,000;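 active = more than half of replicate wells score below -50%, meaning over 50% inhibition versus plate controls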;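 also: 0% = median DMSO wells and -100% = median GW8510 positive control wells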
# Target sequence (P49841 whole entry, looked up): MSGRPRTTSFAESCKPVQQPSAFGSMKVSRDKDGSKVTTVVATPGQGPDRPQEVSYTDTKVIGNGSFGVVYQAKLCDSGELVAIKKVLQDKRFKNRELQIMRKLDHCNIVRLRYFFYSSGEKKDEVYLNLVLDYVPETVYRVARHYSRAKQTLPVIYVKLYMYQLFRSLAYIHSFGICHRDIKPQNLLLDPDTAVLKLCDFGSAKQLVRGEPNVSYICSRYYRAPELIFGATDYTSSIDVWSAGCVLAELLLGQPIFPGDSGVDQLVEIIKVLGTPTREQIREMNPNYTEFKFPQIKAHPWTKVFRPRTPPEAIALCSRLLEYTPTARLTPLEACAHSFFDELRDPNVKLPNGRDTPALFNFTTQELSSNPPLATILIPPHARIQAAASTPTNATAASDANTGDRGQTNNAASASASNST
#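 Test system – GST-tagged human GSK3beta kinase, cell-free · Incubation – 60 min enzyme reaction, room temperature · Signal – ADP-Glo luminescence · Also added – peptide substrate and ATP at 25 µM · Controls – DMSO neutral wells and GW8510 at 20 µM as positive · Buffer or medium – Tris/MgCl2 kinase buffer · Measure – Luminescence-derived activity versus plate DMSO and GW8510 wells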
# The depositor's hits bear a star; . = not tested or not shown.
SMILES,IEC-6 tox,AI-2 QS mod,KLF5 inh,HSF1 activator,GSK3 alpha inh,HSP90 refold inh,HIF activator,aSyn UTR inh,HSF1 inhib,GSK3beta inhib
CC1CCN(c2c(NCC3CCC(C(=O)NCc4ccc(F)cc4)CC3)c(=O)c2=O)CC1 (stereo unspecified),-4,6,-32,-1,1,-1,0.0,26,-1,3
CCOC(=O)c1c(S(=O)(=O)NCC(=O)Nc2cccc(C)c2)c(C)n(C)c1C,-2,-5,-8,23,4,3,-0.2,5,4,0
C/C(CC(=O)NC1CCCC1)=N\NC(=O)c1ccc([N+](=O)[O-])c(Cl)c1,-8,.,-20,.,3,-3,.,.,.,.
Cc1c(Cl)cccc1N1CC(C)(C)C1=O,-6,40,6,0,-1,-6,0.4,4,7,-4
O=[N+]([O-])c1ccc(OCn2cncn2)cc1,.,20,.,-3,-3,.,-2.4,10,3,-2
COCCNC(=O)c1ccc(Cl)c(Cl)c1,3,32,-54,0,0,0,-0.2,-19,-9,-26
CC(C)C(NC(=O)c1ccc2c(c1)OCO2)C(=O)N/N=C\c1ccco1 (stereo unspecified),7,13,0,1,3,0,-0.6,4,-5,-1
CCn1c(NCc2cccs2)nc2ccccc21,1,3,-21,24,-2,0,0.5,-2,4,-4
Cn1c(=O)c2c(nc(OCc3ccc4c(c3)OCO4)n2Cc2ccccc2Cl)n(C)c1=O,-1,3,-16,11,-2,-2,-0.5,-12,5,-3
COc1ccc(CNC(=O)CSCc2c(F)cccc2Cl)cc1,-2,11,-6,-5,-1,-2,0.1,8,5,1
COC(=O)c1ccc(Oc2nc(Nc3ccc(F)cc3)nc(N3CCCC3)n2)cc1,5,11,21,-3,0,4,0.1,21,1,-1
CCN(CC)CCNC(=O)C1(O)c2cc(Br)ccc2NC(=O)N1c1c(F)cccc1F (stereo unspecified),-1,17,-21,-15,1,-1,-0.6,3,-11,2
COc1ccccc1NC(=O)CN1C(=O)C2(OCCCO2)c2ccccc21,-4,10,-29,10,2,-4,-0.6,8,-1,-2
CC(=O)c1ccc(NC(=O)C[n+]2ccc(N(C)C)cc2)cc1,-5,-6,-44,-16,0,-4,0.1,-1,-4,-24
Cc1ccc(NC(=S)NC(=O)c2sc3ccccc3c2Cl)c(C(=O)O)c1,-8,45,-23,-18,.,0,0.2,-20,-24,1
CCOC(=O)C1(Cc2cccc(F)c2)CCN(Cc2ccc(COC)o2)CC1,-1,4,-16,-2,-3,8,1.3,-2,3,2
O=C(O)c1ccccc1P(=O)(c1ccccc1)c1ccccc1,-4,17,-12,0,-2,-1,-0.4,31,-7,-4
Cc1cc(Br)ccc1NC(=O)C1CSC2(C)CCC(=O)N12 (stereo unspecified),.,20,.,4,-1,.,-0.4,14,0,3
C=CCn1c(SCC(=O)Nc2ccc(F)cc2)nnc1-c1cnccn1,11,10,-23,-10,-3,0,-0.1,-3,-6,0
O=C(NCC1CCCO1)c1cc(C(=O)C2CCCCC2)c[nH]1 (stereo unspecified),7,10,-7,-10,1,0,0.4,-14,-3,3
CCS(=O)(=O)N1CCN(c2cccc(C)c2C)CC1,6,25,-1,-12,-4,6,-0.1,-16,-3,3
O=C(CCc1nnc2ccc(NCc3ccccc3)nn12)NC1CCCCC1,3,29,-13,3,-1,-1,0.2,10,2,0
COc1cccc(C(c2sc3nc(C)nn3c2O)N2CCC3(CC2)OCCO3)c1 (stereo unspecified),-3,-3,-7,13,1,5,0.0,10,-2,1
CC1=C(C)CC(C(=O)NNC(=O)c2ccccc2)C(C(=O)O)C1 (stereo unspecified),-5,15,-78,9,-3,2,0.6,0,-1,-1

# Brought forward from above: 2 compounds, followed by the next part.
SMILES,IEC-6 tox,AI-2 QS mod,KLF5 inh,HSF1 activator,GSK3 alpha inh,HSP90 refold inh,HIF activator,aSyn UTR inh,HSF1 inhib,GSK3beta inhib
COc1cccc(C(c2sc3nc(C)nn3c2O)N2CCC3(CC2)OCCO3)c1 (stereo unspecified),-3,-3,-7,13,1,5,0.0,10,-2,1
CC1=C(C)CC(C(=O)NNC(=O)c2ccccc2)C(C(=O)O)C1 (stereo unspecified),-5,15,-78,9,-3,2,0.6,0,-1,-1
CC(=O)NCCC(=O)Nc1ccc(C)c(F)c1,0,14,-18,0,-1,-2,1.0,5,-6,2
COC(=O)COc1ccc(S(=O)(=O)NCc2ccccn2)cc1,-1,16,-20,1,-1,1,0.6,7,-5,2
CCCn1c(SCC(=O)Nc2cccc(C)n2)nnc1-c1ccco1,-3,5,-29,2,2,1,-0.4,-6,2,-4
O=C(CNC(=O)C1CCCCC1)OCC(=O)c1ccc(Cl)s1,-1,14,-1,-22,-3,2,-0.1,-4,-4,-1
CCOC(=O)N1CCN(C(=O)COc2ccc([N+](=O)[O-])cc2)CC1,0,13,2,8,-3,-1,0.0,22,1,-2
CCn1cc(CN2CCC(n3nccc3NC(=O)c3ccc4c(c3)OCO4)CC2)c(C)n1,0,29,-18,-12,-3,-4,-0.6,-11,-6,1
COc1ccc(NC2=C(NCCO)C(=O)c3ccccc3C2=O)cc1,5,23,0,-5,0,2,3.5,-92,-2,-2
COc1ccc(-n2c(C)cc(/C=C3\C(=N)N4N=C(CC(=O)N5CCOCC5)SC4=NC3=O)c2C)cc1,3,18,15,1,3,1,0.5,9,-3,2
CCC(CC)c1nc(NCCC(=O)O)c2ccccc2n1,3,9,-16,8,1,2,0.0,3,-1,-2
CC1CCCCC1NC(=O)c1ccncc1 (stereo unspecified),-1,-10,-19,-8,1,2,0.1,8,1,-2
Oc1ccc(Cl)cc1C1=NNC(c2cc(Br)cc3c2OCOC3)C1 (stereo unspecified),-8,6,2,15,-5,-7,-0.1,6,8,-1
COc1cccc(Cn2cnc3c(NS(=O)(=O)c4cc(Cl)ccc4Cl)c(C)c(C)cc32)c1,5,10,-22,-1,1,5,-0.6,6,9,0
CCOc1ccccc1C(=O)Nc1ccc(-n2nncc2C(C)(C)C)cc1,-2,55,10,1,9,-1,-0.6,9,6,4
Cc1ccc(-c2nc(N)sc2CC(=O)OCC(=O)NCC2CCCO2)cc1 (stereo unspecified),-1,20,-40,-16,3,0,-1.9,-3,8,2
Cc1ccc(S(=O)(=O)N2CCCOC2CNC(=O)C(=O)NCc2ccccn2)cc1 (stereo unspecified),9,-2,-17,-9,-1,0,-0.2,20,-1,1
CN1CCCN(C(=O)C2CCC(C(=O)N3CCCN(C)CC3)CC2)CC1 (stereo unspecified),-6,23,2,-12,.,1,-0.3,34,-7,2
CC1Cc2cc(S(=O)(=O)N3CCCC(C(=O)N4CCCCC4)C3)ccc2N1C(=O)C1CC1 (stereo unspecified),4,7,-12,0,-1,2,-0.5,20,2,3
CSc1ncc(CNc2cc([N+](=O)[O-])ccc2C)c(N)n1,.,9,.,9,0,.,-1.0,-37,2,1
Cc1ccccc1C(=O)N1CCN(c2ccc(NC(=O)c3cccnc3Cl)cc2)CC1,2,-5,-3,-10,-1,-2,-0.2,32,-6,-1
C/C=C/C(=O)OCC(=O)Nc1cccc(F)c1,3,4,-15,-1,-1,4,0.1,-4,-1,4
CCC(=O)OCC(=O)Nc1cc([N+](=O)[O-])ccc1OC,-2,12,-2,11,-1,1,-0.2,15,0,-1
CCOc1cccc(/C=N/Nc2ccc(S(=O)(=O)N(CC)CC)cn2)c1O,4,16,18,0,2,-5,9.8*,88*,-1,0
C/C(N)=C(/C#N)C(=O)COC(=O)CSc1ccccc1,1,0,-1,-5,5,1,0.5,19,-2,4
NNc1nnc(-c2ccccc2)c(-c2ccccc2)n1,7,30,-30,-17,-4,5,-0.2,2,-10,-1
O=C(CCn1nnc2ccccc21)N/N=C\Cc1ccccc1,8,24,-7,15,-1,1,-0.1,7,6,0
C=CCn1c(SCC(=O)Nc2cccc3ccccc23)nnc1-c1cnccn1,1,69,-6,1,4,-2,-0.2,24,-1,-1
COc1ccc2c(CC(=O)NC3CCCc4ccccc43)coc2c1 (stereo unspecified),-3,16,-20,2,-1,1,-0.2,-1,-13,3
CC1CCc2sc(C(=O)NCc3ccccn3)cc2C1 (stereo unspecified),.,14,.,21,0,.,2.9,-112,15,1
O=C(NCc1ccccc1)C1CCC(=O)N(CC2CCCCC2)C1 (stereo unspecified),1,6,-50,9,-3,-1,0.0,-14,4,1
CN1C=CC=C/C1=C1\SC(=S)N(Cc2ccccc2)C1=O,-7,12,-12,4,-9,-3,-0.3,8,4,-5
COc1ccc2c(c1)CCc1c(C(=O)NCc3cccnc3)noc1-2,7,23,-5,10,-2,0,1.9,-91,4,-5
O=C(NC1CCCCC1)C(c1ccc2ncccc2c1)N(Cc1ccc(F)cc1)C(=O)c1ccc2c(c1)OCCO2 (stereo unspecified),2,27,-25,6,-1,-2,.,39,8,-2
COC(=O)Cc1nc(NC(=O)c2cccs2)sc1C,-3,20,-84,7,-2,-3,2.0,-82,4,-5
Cc1cc(C)c2ccc(=S)[nH]c2n1,1,32,23,0,0,2,-0.2,6,-4,-1
CN(C)CCNC(=O)/C(=C/c1ccc(-c2ccc(Cl)cc2Cl)o1)NC(=O)c1ccccc1,7,6,-11,23,19,0,-1.1,29,3,-12
Nc1ccc(-c2nc3ccccc3[nH]2)cc1,4,29,-169,29,0,3,.,-33,24,-2
CCCCNC(=O)c1nn2c(C(F)(F)F)cc(-c3ccccc3)nc2c1Br,-4,2,-22,-9,-2,0,0.1,22,-3,2
COc1ccc(CCN2C(=O)CC(Cc3cccc(C)c3)C2=O)cc1OC (stereo unspecified),2,6,-33,27,1,4,-0.7,8,3,-2
O=C(CSc1nc2ccccc2[nH]1)c1cccs1,2,2,-142,41,-1,1,5.1,-160,47,2
C/C(=N\Nc1nc(C)cc(-c2ccccc2)n1)c1ccc(O)cc1,15,15,-63,0,0,-2,-0.8,-24,-7,2
COc1ccc2c(c1)c1nc3n(c(=O)c1n2CC(=O)Nc1ccccc1)CCS3,2,34,-16,-21,1,1,-0.5,-9,0,-1
Cc1cnc(C(=O)OCC(=O)NC2CCCC(C)C2C)cn1 (stereo unspecified),6,15,-11,5,-2,3,0.2,4,-9,5
CC(=O)Nc1ccc(NC(=O)CS(=O)(=O)c2cn(CC(=O)N3CCCCC3)c3ccccc23)cc1,-3,10,-14,3,-1,-1,-0.3,3,-4,-1
COCCNC(=S)NNc1ccccc1[N+](=O)[O-],-9,3,-11,-3,-2,-1,1.3,-17,0,-1
COc1ccc(N=Cc2c(O)c3ccccc3n2C(C)=O)cc1,3,13,-1,-4,2,4,2.0,-132,0,2
